Xi reactivation: reactivates the inactive X chromosome in mouse fibroblasts; XiGFP mouse fibroblasts, % GFP-positive cells imaging, 3 d; cells co-treated with 5-aza-dC sensitizer; scaled so ellipticine positive control = 100%; activation, % at 7.58 µM; actives 0.055% (n = 360,000); AID 743238;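 active = mean normalized replicate activation at least 10% and every replicate at or above 10%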;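 note: 0% = median of on-plate neutral control wells and 100% = ellipticine 6 µM median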
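material = 68-5-11 XiGFP fibroblast line | medium = DMEM plus 5-aza-dC sensitizer | schedule = 3 days compound exposure | benchmarks = positive control ellipticine, 6 µM final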
S100A4 MyoIIA: inhibitors of human S100A4 binding to myosin IIA peptide; P26447; S100A4/TAMRA-MyoIIA peptide fluorescence polarization; inhibition, % at 10.7 µM; actives 0.14% (n = 360,000); AID 652163;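 active = mean inhibition of at least 70% across replicates, with every replicate also reaching that level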
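assay system = human S100A4 monomer with TAMRA-labelled myosin IIA peptide | also added = labelled myosin peptide probe, 5 nM | incubation = 5 min between mix addition and reading | control set = DMSO and TFP controls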
ERAP1 inh: ERAP1 (human) enzyme inhibition; recombinant ERAP1, Leu-AMC fluorescence, 60 min; inhibition, % at 10.7 µM; actives 0.15% (n = 340,000);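 active = mean replicate inhibition of at least 30%, or all replicates individually reaching that 30% level; inactive = mean below 30% and not every replicate reaching it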;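 note: 0% = neutral control wells and 100% = L-leucinethiol positive control wells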
Target sequence (Q9NZ08 whole entry, looked up): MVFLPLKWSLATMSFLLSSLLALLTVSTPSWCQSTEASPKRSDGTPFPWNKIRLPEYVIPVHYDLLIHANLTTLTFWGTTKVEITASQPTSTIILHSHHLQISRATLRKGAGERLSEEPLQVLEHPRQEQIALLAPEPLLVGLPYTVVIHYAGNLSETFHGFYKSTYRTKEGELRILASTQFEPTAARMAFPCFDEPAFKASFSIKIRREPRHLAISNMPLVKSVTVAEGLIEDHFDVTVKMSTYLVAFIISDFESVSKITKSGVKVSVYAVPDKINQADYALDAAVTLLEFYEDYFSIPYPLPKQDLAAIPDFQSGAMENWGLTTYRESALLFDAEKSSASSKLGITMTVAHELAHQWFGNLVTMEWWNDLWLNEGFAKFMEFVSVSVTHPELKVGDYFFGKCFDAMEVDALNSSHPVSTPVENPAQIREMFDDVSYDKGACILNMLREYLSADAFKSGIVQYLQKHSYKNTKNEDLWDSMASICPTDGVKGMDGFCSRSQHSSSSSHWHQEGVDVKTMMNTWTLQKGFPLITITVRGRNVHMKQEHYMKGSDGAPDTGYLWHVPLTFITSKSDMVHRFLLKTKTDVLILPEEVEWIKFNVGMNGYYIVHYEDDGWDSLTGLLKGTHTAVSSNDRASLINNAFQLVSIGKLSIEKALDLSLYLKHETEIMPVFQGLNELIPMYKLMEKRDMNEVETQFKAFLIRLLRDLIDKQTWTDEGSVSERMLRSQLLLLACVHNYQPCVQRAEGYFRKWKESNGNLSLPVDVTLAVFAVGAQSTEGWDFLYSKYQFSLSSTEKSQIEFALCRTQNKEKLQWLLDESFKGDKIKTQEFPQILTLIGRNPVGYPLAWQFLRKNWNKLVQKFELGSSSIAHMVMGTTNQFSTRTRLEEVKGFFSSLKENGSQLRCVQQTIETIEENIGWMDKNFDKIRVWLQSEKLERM
C2C12 statin: suppression of simvastatin myotoxicity | C2C12 myotubes + simvastatin, ATP luminescence, 48 h; scaled: DMSO 0, geranylgeraniol control 100 | AID 602340 | actives 0.78% (n = 330,000) | rescue of ATP level, % at 7.49 µM;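 active = mean ATP rescue above about 67%, or every replicate alone reaching that limit, limit read from the data, passing the limit was not always enough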;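 note: myotubes were challenged with 10 µM simvastatin during compound exposure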
LGR2 antag: blocks bursicon-induced cAMP signaling via Drosophila LGR2. HEK293 LGR2, CRE-luciferase, bursicon-stimulated, 4 h. inhibition, % at 9.99 µM. actives 0.35% (n = 380,000);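 active = drop in luminescence signal, shown as inhibition above about 50% in the replicate tests, limit read from the data, passing the limit was not always enough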;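 note: agonist challenge used bursicon conditioned medium at about half maximal strength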
SIRT5 inh: inhibitors of human sirtuin-5 desuccinylase. inhibition, % at 15 µM. Purified SirT5, succinyl-peptide AMC, trypsin-coupled fluorescence. AID 652115. actives 1.1% (n = 330,000). Q9NXA8; in the data active = inhibition above about 15%
PGC1a acetyl inh: PGC1a acetylation modulation, inhibitor mode | actives 0.17% (n = 350,000) | U2OS PGC1a acetylation, AlphaScreen anti-acetyl-lysine; with virally co-expressed GCN5 acetyltransferase | inhibition, % at 15.6 µM;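 active = every replicate shows inhibition of at least 40%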;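 note: 0% = neutral control wells and 100% = positive control wells; some results beyond the cut were filed as inactive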
Cneo AK release: Cryptococcus neoformans lysis via adenylate kinase release; C. neoformans lysis, adenylate kinase release luminescence, 4 h; normalised: neutral wells 0, clomiphene wells 100; lysis activity, % at 15 µM; actives 0.2% (n = 360,000); AID 651654;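 active = mean lysis activity across replicates of at least 80%, whatever share of replicates individually reach that level; inactive = mean lysis activity below 80%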
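Test system: log-phase Cryptococcus neoformans yeast cells; Quantity: yeast cell density of 5 × 10^6 cells/mL; Buffer or medium: YPD; Doses: single compound concentration per well; Timing: 4 h at 37 °C static, read 1 h later; Measured by: AK luminescence; Read-out basis: lysis from increased AK signal; Control set: Clomiphene as positive control.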
An asterisk follows results filed as active; . = no result given.

SMILES	Xi reactivation	S100A4 MyoIIA	ERAP1 inh	C2C12 statin	LGR2 antag	SIRT5 inh	PGC1a acetyl inh	Cneo AK release
O=C(NCc1ccccc1)N1CCC(CO)(Cc2cccc(F)c2)CC1	-0.1	0	0	22	1	-1	-10	-4
Cc1ccccc1CN1CCSc2sccc2C1=O	0.0	-1	-2	10	9	-1	16	0
COCC#Cc1cnc2c(c1)C(=O)N([C@@H](C)CO)C[C@@H](C)[C@@H](CN(C)S(=O)(=O)c1cn(C)cn1)O2	-1.1	-4	2	6	18	-5	6	2
COc1ccc(CN(C)C[C@H]2OCCCC[C@@H](C)Oc3ccc(NS(=O)(=O)c4ccc(C)cc4)cc3C(=O)N([C@@H](C)CO)C[C@@H]2C)cc1	-1.2	-3	-3	.	-7	0	6	6
NC(=O)c1ccsc1NC(=O)CSc1nncs1	0.1	0	-3	-3	-13	-1	.	2
Cc1ccc(CNC(=O)c2cccc3c2C(=O)c2ccc(N4CCCCC4)cc2S3(=O)=O)cc1	0.0	7	3	30	-8	.	.	-1
COc1ccc(S(=O)(=O)N2CCCOC2CNC(=O)C(=O)NCc2ccco2)cc1 (stereo unspecified)	0.2	-6	-2	.	-8	-2	.	.
O=C(NCC[C@@H]1CC[C@@H](NC(=O)c2ccc3c(c2)OCO3)[C@H](CO)O1)Nc1cc(F)ccc1F	-0.1	-2	-2	8	9	-3	-17	-4
N#Cc1c(N2CCOCC2)nsc1-c1ccccc1	0.1	1	.	.	-22	1	.	.
O=C(CN1CCCCCC1)Nc1ccc(Oc2ccccc2)cc1	-0.1	-4	15	.	-18	-3	-4	.
O=C(COc1ccc(S(=O)(=O)N2CCOCC2)cc1)Nc1ccc(Cl)c(C(F)(F)F)c1	.	-1	-1	-36	.	-3	6	-1
O=C(Nc1ccc2c(c1)OCCO2)C(c1ccc(C(F)(F)F)cc1)n1c(=O)c(-c2cc3ccccc3[nH]2)nc2ccccc21 (stereo unspecified)	0.2	0	.	.	15	1	.	.
CCC1OC(C)Cc2[nH][nH]c(=O)c21 (stereo unspecified)	0.0	-7	0	.	-4	.	.	.
COc1ccc(C(=O)c2coc3ccc(O)c(CN4CCCC4)c23)cc1	0.0	-2	3	-10	7	-2	.	0
CCCn1c(CNC(=O)c2cccs2)nc2ccccc21	0.1	0	4	10	16	0	-14	-1
COc1ccc([C@H]2CC(=O)C=C(c3ccc4cc[nH]c4c3)C2)cc1	1.0	-9	.	-7	-2	.	2	1
O=C(Nc1ccccc1)C1CCN(S(=O)(=O)c2cccs2)CC1	0.0	0	1	-1	10	-2	1	2
Cc1ccc(S(=O)(=O)Nc2ccc3c(c2)CC(=O)N([C@@H](C)CO)C[C@H](C)[C@@H](CN(C)C(=O)Nc2cccc4ccccc24)O3)cc1	0.0	-6	-5	18	4	3	-9	2
Cc1ccc(S(=O)(=O)N2C[C@H](O)COC[C@H]3O[C@H](CC(=O)N[C@@H]4CCN(Cc5ccccc5)C4)CC[C@@H]32)cc1	0.3	-5	0	-11	6	0	6	1
CN(C)CC#Cc1ccc([C@H]2[C@@H](CO)N3C(=O)CN(C(=O)c4cccnc4)C[C@@H]23)cc1	0.4	-14	-2	.	1	8	7	.

Reprinted from the part before: four compounds, then new ones.
SMILES	Xi reactivation	S100A4 MyoIIA	ERAP1 inh	C2C12 statin	LGR2 antag	SIRT5 inh	PGC1a acetyl inh	Cneo AK release
O=C(Nc1ccccc1)C1CCN(S(=O)(=O)c2cccs2)CC1	0.0	0	1	-1	10	-2	1	2
Cc1ccc(S(=O)(=O)Nc2ccc3c(c2)CC(=O)N([C@@H](C)CO)C[C@H](C)[C@@H](CN(C)C(=O)Nc2cccc4ccccc24)O3)cc1	0.0	-6	-5	18	4	3	-9	2
Cc1ccc(S(=O)(=O)N2C[C@H](O)COC[C@H]3O[C@H](CC(=O)N[C@@H]4CCN(Cc5ccccc5)C4)CC[C@@H]32)cc1	0.3	-5	0	-11	6	0	6	1
CN(C)CC#Cc1ccc([C@H]2[C@@H](CO)N3C(=O)CN(C(=O)c4cccnc4)C[C@@H]23)cc1	0.4	-14	-2	.	1	8	7	.
CCCCN(CC)CCCNC(=O)c1cc2c(=O)n(C)c3ccccc3c2n1C	0.2	-3	.	-3	18	.	-27	-4
COc1ccc(NC(=O)Nc2ccc3c(c2)C(=O)N([C@H](C)CO)C[C@H](C)[C@@H](CN(C)C(=O)Nc2cccc4ccccc24)OCCCC[C@H](C)O3)cc1	0.2	2	-2	10	-2	15	-3	-2
COc1ccccc1S(=O)(=O)N(C)C[C@@H]1Oc2cc(/C=C/c3ccccc3)ccc2S(=O)(=O)N([C@@H](C)CO)C[C@H]1C	0.0	13	-4	.	0	-3	16	-4
O=C(NCc1ccc(Cl)cc1)Nc1ccc(F)cc1	0.1	-20	-1	5	-11	0	6	-1
CC(C)[C@H](NC(=O)N1CC(=O)Nc2ccccc21)C(=O)N[C@H](Cc1c[nH]c2ccccc12)C(=O)O	.	-4	0	3	7	1	-3	-3
N[C@@H](Cc1ccccc1)C(=O)N1CCC(C(=O)N[C@@H](Cc2c[nH]c3ccccc23)C(=O)O)CC1	0.2	-2	3	10	-2	-3	1	1
O=C(COC(=O)C1=COCCO1)Nc1ccc(Br)cc1Br	0.0	-2	-1	-1	0	-2	-5	-2
CCOc1ccc(NC(=O)CSc2nnc(C3CC3)n2C)cc1S(=O)(=O)N1CCCCC1	0.1	-15	2	10	-3	0	-3	0
COc1ccc(-c2cc(C(F)(F)F)nc(S(=O)(=O)CCCC(=O)Nc3cc(C)on3)n2)cc1OC	0.0	1	37*	.	90*	-2	.	.
O=C(OCc1c(-c2ccccc2)ncc2ccccc12)c1ccc(C(F)(F)F)cc1	1.6	4	2	-10	-11	-3	-2	7
Cc1ccc(CN(C(=O)c2csnn2)C(C(=O)NC2CCCC2)c2ccco2)cc1 (stereo unspecified)	0.1	1	4	12	-12	3	.	7
O=C(COC(=O)c1cc([N+](=O)[O-])ccc1N1CCOCC1)NC1CCCCC1	0.2	0	4	-12	-10	-3	.	0
CC(C)(C)N(Cc1ccccc1)C(=O)CSc1nnc(CNc2ccc(F)cc2)o1	.	.	.	12	2	.	-76	0
O=C(Nc1ccccc1N1CCOCC1)c1ccc([N+](=O)[O-])o1	0.1	-2	-1	1	7	-4	-19	4
O=C(Nc1ccc(F)c(F)c1)c1ccccc1	-0.2	1	-2	12	-29	3	11	-2
CCCCN1C(=O)/C(=C2/C=CC=CN2C)SC1=S	.	.	.	20	-10	.	3	6
O=C(CCN1C(=O)c2ccccc2C1=O)Nc1sc2c(c1C(=O)NCC1CCCO1)CCC2 (stereo unspecified)	0.2	.	.	.	4	.	-5	0
COc1cc2c(cc1OC)CN(C(=O)/C=C/c1ccc(F)cc1)CC2	0.1	-5	6	9	-4	1	8	-2
CCOc1cc(/C=C2\C(=N)N3N=C(C)SC3=NC2=O)ccc1OCCOc1ccccc1	0.0	1	-1	2	-6	2	7	-1
CCOc1ccc(S(=O)(=O)Nc2cccc(C(=O)NCC(c3ccco3)N(C)C)c2)cc1 (stereo unspecified)	0.1	-10	3	2	-7	8	-12	-2

Taken from above:
CC(C)(C)N(Cc1ccccc1)C(=O)CSc1nnc(CNc2ccc(F)cc2)o1 in C2C12 statin is listed with 12
O=C(NCC[C@@H]1CC[C@@H](NC(=O)c2ccc3c(c2)OCO3)[C@H](CO)O1)Nc1cc(F)ccc1F in S100A4 MyoIIA is listed with -2

The list continues.
SMILES	Xi reactivation	S100A4 MyoIIA	ERAP1 inh	C2C12 statin	LGR2 antag	SIRT5 inh	PGC1a acetyl inh	Cneo AK release
COc1ccc(NC(=O)CSc2nnnn2-c2ccccc2F)cc1	0.3	1	1	15	-9	4	.	4
C[C@H]1CN(S(=O)(=O)C(C)(C)C)[C@@H](CCO)/C1=C\CCO	0.1	-16	0	.	-16	0	.	.
Cc1cc(C(=O)Nc2ccc3c(c2)C(=O)N(C)[C@@H]2CC[C@@H](CC(=O)O)O[C@@H]2CO3)no1	0.1	.	.	2	2	.	0	0
COCCNC(=O)C[C@H]1CC[C@@H]2[C@H](COC[C@@H](O)CN2Cc2cccc(-c3ccncc3)c2)O1	0.2	-5	-1	19	-14	-2	-1	-1
CN(C)CC#Cc1ccc([C@@H]2[C@H](CO)N3CCCCN(C(=O)Nc4cc(F)ccc4F)C[C@@H]23)cc1	0.1	-4	1	.	-7	-2	0	-3
COc1ccc(N2CCN(c3cc(C)c4ccc(O)cc4n3)CC2)cc1	-0.1	-1	-5	5	-11	0	-12	-1
Cc1cc(/C=C(\C#N)C(=O)OCC(=O)Nc2ccc(OC(F)F)cc2)c(C)n1CC(C)C	0.0	.	.	-17	-11	.	2	-1
CN1C=CC=C/C1=C1\SC(=S)N(CC(=O)O)C1=O	0.3	-5	3	.	47	3	0	.

Some entries already given, limited to S100A4 MyoIIA, LGR2 antag and Cneo AK release:
smiles,S100A4 MyoIIA,LGR2 antag,Cneo AK release
CN(C)CC#Cc1ccc([C@@H]2[C@H](CO)N3CCCCN(C(=O)Nc4cc(F)ccc4F)C[C@@H]23)cc1,-4,-7,-3
COc1ccc(N2CCN(c3cc(C)c4ccc(O)cc4n3)CC2)cc1,-1,-11,-1
Cc1cc(/C=C(\C#N)C(=O)OCC(=O)Nc2ccc(OC(F)F)cc2)c(C)n1CC(C)C,.,-11,-1
CN1C=CC=C/C1=C1\SC(=S)N(CC(=O)O)C1=O,-5,47,.

These rows are one share of the data (hit frequency here may not be typical).
